FUS suppressor: qHTS for Suppressors of FUS Proteinopathy: Primary screen using FUS-linked yeast assay | Potency, µM (doses to about 76.6 µM), for inactives: at the highest dose growth rescue (activation), hits mostly activators | 390,000 tested, 0.24% active | S. cerevisiae FUS-expressing, growth rescue, OD600, 24 h;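 also: potency is read from the fitted curve at half-maximal effect; plate controls were DMSO vehicle for no effect and reference control for full effect; nearly all actives have a fitted effect of over 55% in size; some results filed as inactive show a strong effect at the top dose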
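Yeast expressing FUS under galactose induction, OD 0.005 in 2% galactose medium; compounds in a dilution series, 24 h at 30C. Growth rescue by absorbance at 600 nm; CP55940 positive control, DMSO negative.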
EPAC1 ag: qHTS for Agonist of cAMP-regulated guanine nucleotide exchange factor 3 (EPAC1): primary screen; Potency, µM (titrated, usually from 154 µM), without a hit: top-dose activation, actives largely listed as activators; AID 720707, 2013; Rap guanine nucleotide exchange factor 3 (Homo sapiens), O95398; EPAC1 agonist qHTS, biochemical assay; response scale: 100% = response to 6.5 mM cAMP; 360,000 tested, 0.073% active; also: potency is read from the fitted curve at half-maximal effect; nearly all actives have a fitted effect of over 60% in size
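Nucleotide exchange assay: 100 nM EPAC1 with 250 nM Rap1B loaded with BODIPY-GDP and 50 uM GDP, room temperature. Fluorescence (480/540 nm) read every 5 min for 30 min; signal change normalized to 6.5 mM cAMP as full agonist.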
IL-2 act: qHTS of IL-2 Activators | 360,000 tested, 0.065% active | AID 652025, 2013 | activation, % (series mostly up to about 46 µM) | IL-2 activation reporter assay, cell-based qHTS; stimulated with anti-CD3/CD4/CD28 beads; in transgenic mouse T cells; in the data active = activation above about 50%; inconclusive = mostly about 30% to 49%; also: 0% is about no effect
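EGFP and DsRed fluorescence is measured by plate cytometry in unstimulated transgenic mouse T cells exposed to compound for 60 minutes, then stimulated 18 hours at 37 degrees C with anti-CD3/anti-CD4 beads plus anti-CD28.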
PLK1 PBD inh: qHTS for Inhibitors of PLK1-PDB (polo-like kinase 1 - polo-box domain): Primary Screen; Plk1 PBD binding of FITC phosphopeptide, fluorescence polarization; Potency, µM, for inactives: max response, negative = inhibition, usual class: inhibitors; 360,000 tested, 2.8% active; AID 720504, 2013; also: potency is read from the fitted curve at half-maximal effect; series mostly up to about 57 µM; % is scaled to controls: 0 for no effect and ±100 for the full control effect; nearly all actives have a fitted effect of over 65% in size
Target sequence (P53350 whole entry, looked up, the tested form may be a part): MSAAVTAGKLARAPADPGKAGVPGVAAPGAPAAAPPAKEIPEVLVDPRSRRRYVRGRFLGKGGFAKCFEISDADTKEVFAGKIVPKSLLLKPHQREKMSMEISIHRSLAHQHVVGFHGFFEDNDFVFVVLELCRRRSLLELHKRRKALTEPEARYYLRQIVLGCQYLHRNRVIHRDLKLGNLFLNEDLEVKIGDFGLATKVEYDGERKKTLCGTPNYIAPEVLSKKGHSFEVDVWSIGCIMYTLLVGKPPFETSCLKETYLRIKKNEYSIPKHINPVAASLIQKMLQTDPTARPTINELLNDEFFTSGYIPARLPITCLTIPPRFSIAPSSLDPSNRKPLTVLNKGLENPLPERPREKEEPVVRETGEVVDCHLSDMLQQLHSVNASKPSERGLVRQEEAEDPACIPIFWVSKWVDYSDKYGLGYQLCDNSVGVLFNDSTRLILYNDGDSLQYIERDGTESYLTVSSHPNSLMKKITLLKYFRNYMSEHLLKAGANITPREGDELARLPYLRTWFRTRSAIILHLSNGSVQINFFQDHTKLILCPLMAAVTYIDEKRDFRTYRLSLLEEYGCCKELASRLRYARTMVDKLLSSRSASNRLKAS
WRN helicase inh: qHTS for Inhibitors of WRN Helicase; Bifunctional 3'-5' exonuclease/ATP-dependent helicase WRN (Homo sapiens), Q14191; WRN helicase unwinding, fluorescent forked duplex, kinetic; Potency, µM (highest dose often 114 µM), for the others: top-dose activity change, negative = inhibition, hits mostly inhibitors; 360,000 tested, 0.46% active; also: potency is read from the fitted curve at half-maximal effect; % is scaled to controls: 0 for no effect and ±100 for the full control effect; nearly all actives have a fitted effect of over 55% in size
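WRN at 20 nM final was preincubated with compound for 15 min at room temperature; reaction started with 100 nM forked duplex oligonucleotide carrying fluorophore and quencher plus 2 mM ATP (final). Unwinding followed kinetically by red fluorescence (ex 525/em 598 nm).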
Abeta yeast res: qHTS for compounds that reverse cellular toxicity of Amyloid beta (A-beta) peptide in yeast: Primary Screen | Potency, µM (doses to about 46.1 µM), inactives show top-dose growth rescue, actives largely listed as activators | AID 1347071, 2019 | 410,000 tested, 0.063% active | yeast expressing A-beta42, growth rescue, OD600, 48 h; response scale: 0% DMSO, 100% iron-clioquinol control; also: potency is read from the fitted curve at half-maximal effect; nearly all actives have a fitted effect of over 55% in size
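Yeast A-beta toxicity model in growth medium with pinned compounds, 48 h at 30 C; growth read as absorbance at 600 nm. Normalized to FeCl3/clioquinol equimolar mix (positive) and DMSO (negative).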
EPAC1 antagonist: qHTS for Antagonist of cAMP-regulated guanine nucleotide exchange factor 3 (EPAC1): primary screen | Rap guanine nucleotide exchange factor 3 (Homo sapiens), O95398 | EPAC1 GEF assay, Rap1b-BODIPY-GDP exchange fluorescence | Potency, µM (top dose mostly 115 µM), for inactives: at the top dose activity change, negative = inhibition, actives largely listed as inhibitors | 360,000 tested, 0.14% active;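 also: potency is read from the fitted curve at half-maximal effect; plate controls were vehicle for no effect and positive control for full effect; nearly all actives have a fitted effect of over 50% in size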
PI5P4Ka inh: qHTS for Inhibitors of phosphatidylinositol 5-phosphate 4-kinase (PI5P4K); Phosphatidylinositol 5-phosphate 4-kinase type-2 alpha (Homo sapiens), P48426; max response, %; PI5P4Kalpha enzyme, ADP-Glo luminescence, 60 min; stronger effect = lower value; 330,000 tested, 1.2% active; active = max response of -50% or lower; inconclusive = between -30% and -50%; inactive = -30% or higher; also: value at the top dose of about 77 µM; % is scaled to controls: 0 for no effect and ±100 for the full control effect
Target sequence (P48426 whole entry, looked up): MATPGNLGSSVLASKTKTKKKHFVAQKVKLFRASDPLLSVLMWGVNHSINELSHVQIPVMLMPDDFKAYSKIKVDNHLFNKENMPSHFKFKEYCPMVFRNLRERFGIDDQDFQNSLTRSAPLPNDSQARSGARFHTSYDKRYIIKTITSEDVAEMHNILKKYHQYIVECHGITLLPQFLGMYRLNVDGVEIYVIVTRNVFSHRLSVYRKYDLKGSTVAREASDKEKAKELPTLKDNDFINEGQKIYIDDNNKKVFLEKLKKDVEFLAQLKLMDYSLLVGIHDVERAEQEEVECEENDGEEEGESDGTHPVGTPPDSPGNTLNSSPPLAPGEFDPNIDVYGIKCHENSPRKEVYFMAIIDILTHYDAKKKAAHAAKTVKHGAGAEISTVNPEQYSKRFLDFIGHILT
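ADP-Glo luminescence end-point after a 60 min room-temperature kinase reaction. PI5P4Kalpha and substrate in HEPES pH 7.4 buffer with EGTA, 0.1% CHAPS and 5% DMSO; ATP at 5 microM final.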
aSyn yeast inh: qHTS of alpha-syn Inhibitors; Yeast expressing alpha-synuclein, growth rescue, BacTiter-Glo, 24 h; Potency, µM (series often up to 46.1 µM), for inactives: at the top dose growth rescue (activation), hits mostly activators; 370,000 tested, 0.14% active; also: potency is read from the fitted curve at half-maximal effect; % of control where 0% means no effect; nearly all actives have a fitted effect of over 65% in size
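Galactose-induced alpha-syn yeast (OD600=0.02, raffinose-pregrown) + pinned cpd, 24 hr, 30 deg C; growth by BacTiter-Glo luminescence. Growth restoration scores as activation.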
The depositor's hits bear a star; ? = inconclusive; · = not tested or not shown; [ ] = remark or other dose. Unless noted, calls follow the shape of the dose curve; as a rule, active = well fitted curve in the direction sought with a large enough effect; inconclusive = small, poorly fitted or top-dose-only effect, or another doubt; inactive = no such curve, though single readings can be large; an effect the other way counts as inactive or inconclusive.

Values run as follows: FUS suppressor	EPAC1 ag	EPAC1 antagonist	PLK1 PBD inh	IL-2 act	aSyn yeast inh	WRN helicase inh	PI5P4Ka inh	Abeta yeast res
Cc1ccc(S(=O)(=O)N(CC(=O)c2ccc(Cl)cc2)C(=O)N2CCN(C)CC2)cc1
  19%	1%	-4%	-2%	0.9	2%	-5%	-4	0%
COc1ccc2nc(NC(=O)Cc3ccc(OC)c(S(=O)(=O)N4CCOCC4)c3)sc2c1
  5%	4%	2%	?	-0.1	-2%	-18%	-9	9%
O=C1CCN(Cc2ccccc2)C=C1C(=O)c1ccccc1
  -11%	-19%	-7%	-7%	0.1	-2%	7%	-3	-3%
N#CC1(c2cccc(Br)c2)C(=O)Nc2ccccc21 (stereo not given)
  -5%	-3%	-13%	-16%	-0.4	7%	-7%	2	-4%
CN1C=CC(=C[N+](=O)[O-])N(C)C1=O
  -23%	-13%	0%	0%	-0.6	-10%	9%[57.1 µM]	0	-12%
CC1CC(CN)CC(CO)C1 (stereo not given)
  4%	-8%	1%	-4%	-0.6	-8%	5%	5	9%
CCC1Oc2ccc(C)cc2N(CC(=O)N(Cc2ccncc2)Cc2ccco2)C1=O (stereo not given)
  -7%	6%	-4%	-10%	-2.4	4%	2%	-15	-5%
CC(=O)NC1C(=O)N(CCc2ccccc2)c2ccc(Br)cc21 (stereo not given)
  ·	9%	-23%	-6%	-0.3	-2%	-6%	-2	0%
O=C(CCCn1c(=O)[nH]c2ccsc2c1=O)NC1CCCCC1
  41%	-4%	8%	-7%	3.3	-16%	21%	-3	-6%
O=C(CN1C(=O)CSC1=O)c1ccccc1
  4%	-4%	8%	-2%	-1.8	-4%	3%	·	-11%
Cn1c(NCc2ccccc2)nc2c1c(=O)n(Cc1ccc(Br)cc1)c(=O)n2C
  18%	22%	-6%	-2%	0.7	27%	2%	-4	26%
COc1ccc2ccccc2c1/C=N/Nc1cccc(C(=O)O)c1
  12%	0%	-20%	?	0.9	7%	-32%	-11	-16%
O=c1[nH]c2ccccc2nc1-c1ccc(Cl)cc1
  7%	-1%	-15%	-1%	-1.0	0%	-7%	-1	-17%
CCOC(=O)C1(Cc2cccc(OC)c2)CCCN(C(=O)CCc2cccnc2)C1 (stereo not given)
  -30%	9%	-1%	-7%	0.3	0%	1%	-1	3%
CC(Nc1nc2ccccc2n2cnnc12)c1ccccc1 (stereo not given)
  16%	7%	-6%	-11%	-0.1	12%	6%	1	16%

Limited to PLK1 PBD inh, EPAC1 antagonist and IL-2 act (four entries from above):
| SMILES | PLK1 PBD inh | EPAC1 antagonist | IL-2 act |
| --- | --- | --- | --- |
| Cc1ccc(S(=O)(=O)N(CC(=O)c2ccc(Cl)cc2)C(=O)N2CCN(C)CC2)cc1 | -2% | -4% | 0.9 |
| CC1CC(CN)CC(CO)C1 (stereo not given) | -4% | 1% | -0.6 |
| CN1C=CC(=C[N+](=O)[O-])N(C)C1=O | 0% | 0% | -0.6 |
| CC(Nc1nc2ccccc2n2cnnc12)c1ccccc1 (stereo not given) | -11% | -6% | -0.1 |

Remaining list, next part
Values run as follows: FUS suppressor	EPAC1 ag	EPAC1 antagonist	PLK1 PBD inh	IL-2 act	aSyn yeast inh	WRN helicase inh	PI5P4Ka inh	Abeta yeast res
N#CCCN/N=C(\Cc1nc2ccccc2[nH]1)c1ccccc1
  27%	12%	-10%	-13%	-0.6	-3%	-2%	·	-26%
CCC1(CC)Cc2ccccc2-c2nc(NCCCO)[nH]c(=O)c21
  -1%	4%	-17%	-7%	-0.9	1%	-11%	14	-5%
CC(=O)OC1CCC2(C)C(=CCC3C2CCC2(C)C3CC3ON=C(C)C32)C1 (stereo not given)
  -6%	9%	2%	3%	-1.0	-1%	-3%	1	19%
COCCOC1CCN(C(=O)C2CCC(=O)N(CCc3ccc(OC)cc3)C2)CC1 (stereo not given)
  18%	-10%	5%	-7%	-1.1	-5%	3%	4	-6%
O=C(CN1C(=O)c2ccccc2S1(=O)=O)Nc1cc(S(=O)(=O)N2CCCCC2)ccc1Cl
  14%	1%	9%	1%	-1.6	0%	-9%	-11	21%
Cc1cccc(Oc2cnn(C(C)(C)C)c(=O)c2Cl)c1
  7%	5%	13%	0%	-5.4	10%	0%	7	14%
COc1ccc(CNC(=O)C2Cc3cc(S(=O)(=O)N4CCCC4)ccc3N2C(C)=O)c(OC)c1 (stereo not given)
  -21%	4%	-27%	-12%	-3.1	-9%	2%	0	-1%
Cn1cc(S(=O)(=O)Nc2ccc(Cl)cc2Cl)c(=O)n(C)c1=O
  -25%	-8%	-16%	-15%	-0.5	2%	-5%	-3	13%
Nc1cc(-c2ccccc2)nn1S(=O)(=O)c1ccc(F)cc1
  -10%	0%	-9%	1%	-1.7	4%	-4%	0	-2%
CCOc1nc(-c2ccccc2)ncc1Oc1ccccc1
  0%	1%	-34%	-10%	0.6	-16%	1%	24	-21%
COc1ccc(CN(CC(=O)NCc2ccc3c(c2)OCO3)C(=O)c2csnn2)cc1
  13%	-11%	-9%	-3%	1.3	0%	1%	6	-2%
OC(c1ccccc1)(c1nc(-c2ccccc2)cs1)C(F)(F)F (stereo not given)
  0%	13%	?	-9%	-0.3	-70%[inhibitor]	-6%	24	?
CC1=C(/C=C/C(=O)O)C(C)(C)CCC1
  7%	9%	8%	-8%	0.1	27%	9%	-4	-19%
COC(=O)c1cc(C)nc(Sc2ccccc2NC(C)=O)n1
  -18%	3%	8%	-2%	-0.2	3%	7%	-10	1%
COCOc1cccc(CN2CCC(C)(Oc3cccc(OC)c3)C2)c1 (stereo not given)
  -15%	-7%	-15%	-1%	-0.5	21%	4%[57.1 µM]	-9	-12%

Some of these compounds in order of number of heavy atoms, ascending:
Values run as follows: FUS suppressor	EPAC1 ag	EPAC1 antagonist	PLK1 PBD inh	IL-2 act	aSyn yeast inh	WRN helicase inh	PI5P4Ka inh	Abeta yeast res
CC1=C(/C=C/C(=O)O)C(C)(C)CCC1
  7%	9%	8%	-8%	0.1	27%	9%	-4	-19%
Cn1cc(S(=O)(=O)Nc2ccc(Cl)cc2Cl)c(=O)n(C)c1=O
  -25%	-8%	-16%	-15%	-0.5	2%	-5%	-3	13%
COc1ccc(CN(CC(=O)NCc2ccc3c(c2)OCO3)C(=O)c2csnn2)cc1
  13%	-11%	-9%	-3%	1.3	0%	1%	6	-2%
O=C(CN1C(=O)c2ccccc2S1(=O)=O)Nc1cc(S(=O)(=O)N2CCCCC2)ccc1Cl
  14%	1%	9%	1%	-1.6	0%	-9%	-11	21%
COc1ccc(CNC(=O)C2Cc3cc(S(=O)(=O)N4CCCC4)ccc3N2C(C)=O)c(OC)c1 (stereo not given)
  -21%	4%	-27%	-12%	-3.1	-9%	2%	0	-1%

Further compounds follow.
Values run as follows: FUS suppressor	EPAC1 ag	EPAC1 antagonist	PLK1 PBD inh	IL-2 act	aSyn yeast inh	WRN helicase inh	PI5P4Ka inh	Abeta yeast res
CCOC(=O)CN1C(=O)/C(=C/c2ccccc2Br)Oc2ccccc21
  -15%	6%	-10%	-1%	0.9	2%	-4%	9	8%
COc1ccc([C@H]2Cc3cc(O)cc(O)c3C(=O)O2)cc1O
  -22%	-8%	-13%	-16%	0.9	8%	-15%	?	8%
COc1cc(/C(C)=N\NC(N)=S)cc(OC)c1OC
  ·	-2%	7%	2%	-0.3	2%	0%	-4	4%
O=C(/C=C/c1ccc(Cl)c(C(F)(F)F)c1)N1CCN(c2ccccn2)CC1
  2%	10%	-15%	-9%	0.5	0%	2%	-8	-28%
CSCC[C@H](NC(=O)NCc1ccc(F)cc1)C(=O)O
  10%	-5%	5%	-1%	0.7	-9%	-1%	-5	-9%
Cc1cc(NC(=O)CSCC(=O)Nc2cc(C(F)(F)F)ccc2N2CCCC2)no1
  8%	-4%	-13%	-3%	-2.8	1%	5%	-4	22%
COc1ccc([C@@H]2CC=C(C(=O)O)[C@H](c3ccc(C)cc3)N2S(=O)(=O)c2ccccc2C)cc1
  ?	4%	0%	-16%	-0.2	-1%	1%	4	-8%
Cc1ccc(C2NC(=O)c3ccccc3N2)c(C)c1 (stereo not given)
  ·	-7%	-4%	-1%	-2.6	-15%	8%	-3	5%
O=C(Nc1cccc(-c2ccc(N3CCOCC3)nn2)c1)c1ccc(F)cc1F
  2%	-5%	3%	-1%	1.4	-9%	-28%	-1	-10%
CC(=Nc1ccccc1C(F)(F)F)c1ccncc1
  22%	4%	-4%	-12%	0.9	-1%	17%	-10	1%
CCn1nnc2sc3c(c2c1=O)CCC(C)C3 (stereo not given)
  2%	5%	0%	-15%	5.2	5%	0%	2	-13%
CCc1cc(C(=O)OC)c(NC(=O)CN2CCN(C(=O)c3ccco3)CC2)s1
  ·	-14%	-12%	-25%	0.6	-10%	-28%	2	-23%
COc1cc(C2N(c3ccccn3)C(=O)C3CCCN32)cc(OC)c1OC (stereo not given)
  -13%	4%	6%	-12%	-3.4	2%	0%	0	15%
CCOc1ccc(C(=O)NCc2ccc3c(c2)OCO3)cc1OCC
  -13%	6%	-15%	-14%	-0.3	-1%	8%	-4	3%
Cc1cc(NC(=O)/C=C/c2ccc(Br)cc2)no1
  ·	3%	-2%	-3%	-0.4	-2%	5%	-6	-2%
CCOC(=O)c1nnc(-c2cccs2)nc1Oc1ccc(Cl)cc1
  3%	0%	-7%	-14%	0.3	1%	-4%	4	2%
O=C(COC(=O)c1cccc(Br)c1)NCCc1ccc(F)cc1
  -8%	7%	10%	-16%	-0.7	3%	-2%	1	?

From PubChem
